# Pf growth 48h = inhibits P. falciparum growth in the first generation, 48 h. P. falciparum luciferase growth in erythrocytes, 48 h. Potency, µM (highest dose often 28.7 µM), without a hit: at the highest dose activity change, negative = inhibition, most hits filed as inhibitors. 310,000 compounds, 5.9% hits; note: potency is the fitted concentration of half-maximal effect; % is set by controls: 0 for no effect and ±100 for the full control effect
#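 A one-generation exposure of luciferase-tagged malaria parasites in RPMI 1640/Albumax erythrocyte culture, 37 C and 5% CO2. Inhibition is inferred from decreased luminescence after adding detection reagent.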
# Sm TGR block = inhibitors of Schistosoma mansoni thioredoxin glutathione reductase. Potency, µM (highest dose often 114 µM), inactives show at the highest dose activity change, negative = inhibition, most hits filed as inhibitors. Q962Y6. purified TGR, DTNB reduction, TNB absorbance 405 nm. AID 485364. 360,000 compounds, 3% hits; note: potency is the fitted concentration of half-maximal effect; % is set by controls: 0 for no effect and ±100 for the full control effect; nearly all actives have a fitted effect of over 60% in size
#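 Kinetic colorimetric format: TGR-catalysed, NADPH-driven DTNB reduction monitored via TNB absorbance. Enzyme dispensed at 20 nM; compound exposure 15 min at room temperature before reaction start.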
# FBPA Giardia inh = blocks Giardia fructose-bisphosphate aldolase activity; A8B2U2; Potency, µM (doses to about 59.6 µM), for the others: at the highest dose activity, negative = inhibition, actives largely listed as inhibitors; purified Giardia FBPA; AID 2451; 290,000 compounds, 0.71% hits; note: potency is the fitted concentration of half-maximal effect; % is set by controls: 0 for no effect and ±100 for the full control effect; nearly all actives have a fitted effect of over 55% in size
# Target sequence (A8B2U2 whole entry, looked up): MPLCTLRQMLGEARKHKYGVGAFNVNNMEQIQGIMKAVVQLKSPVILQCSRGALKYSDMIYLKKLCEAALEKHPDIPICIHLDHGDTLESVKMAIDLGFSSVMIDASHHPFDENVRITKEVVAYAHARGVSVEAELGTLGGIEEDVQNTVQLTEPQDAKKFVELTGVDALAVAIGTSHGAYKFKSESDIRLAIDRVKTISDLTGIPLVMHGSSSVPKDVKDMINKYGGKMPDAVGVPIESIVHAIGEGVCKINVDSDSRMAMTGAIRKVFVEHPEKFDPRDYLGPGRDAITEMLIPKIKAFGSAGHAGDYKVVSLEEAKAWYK
#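 Giardia FBPA (40 nM reagent) was preincubated 10 min at RT with compound (up to 57.5 uM final), then substrate plus GAPDH/TPI/NAD/arsenate coupling system with diaphorase/resazurin was added; resorufin fluorescence (525/598 nm) was read after 20 min.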
# Cycloheximide cs = counter-screen for Shiga toxin inhibitors: cycloheximide protein synthesis inhibition. max response, %. 300,000 compounds, 12% hits. cell reporter, cycloheximide protein synthesis inhibition counterscreen; in the data active = max response mostly above about 13%, no sharp cut-off; inactive = mostly below about 14%; note: read at 38.3 µM for the half of the compounds with a filed dose; 0% is about no effect
# Shiga inhibitor = Shiga toxin inhibition. Vero cells, Shiga toxin protein synthesis inhibition reporter. inhibition, % at 38.7 µM. 290,000 compounds, 9.2% hits. AID 2315; in the data active = inhibition mostly above about 28%, no sharp cut-off; inactive = mostly below about 43%; note: 0% is about no effect
# Pf growth 96h = inhibits malaria parasite growth, 96 h. Potency, µM (highest dose often 28.7 µM), inactives show at the highest dose activity change, negative = inhibition, hits mostly inhibitors. P. falciparum luciferase reporter growth, 96 h. 320,000 compounds, 6.9% hits. AID 504834; note: potency is the fitted concentration of half-maximal effect; % is set by controls: 0 for no effect and ±100 for the full control effect
#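 Cell-based qHTS: luciferase-tagged P. falciparum in erythrocytes (2% hematocrit, 0.05% parasitemia final) incubated with compounds for 96 hours, 37 C, 5% CO2; luciferase detection reagent then added and luminescence measured.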
# * = called active by the depositor; ? = inconclusive; nt = not tested or not shown; & = joins results of further samples; [ ] = dose if it differs, or a comment. Unless noted, calls come from the whole dose curve; as a rule, active = well fitted curve in the direction sought with a large enough effect; inconclusive = small, poorly fitted or top-dose-only effect, or another doubt; inactive = no such curve, though single readings can be large; an effect the other way counts as inactive or inconclusive.
SMILES,Pf growth 48h,Sm TGR block,FBPA Giardia inh,Cycloheximide cs,Shiga inhibitor,Pf growth 96h
O=C(CCCCCn1c(SCc2ccncc2)nc2ccccc2c1=O)NCc1ccco1,8.3µM*,45µM*,-3%,-3,-8,21%
CC(=O)c1sc(NC(=O)c2ccccc2F)nc1C,221%[activator],9%,1%,28*,43*,305%[activator]
O=[N+]([O-])c1cc(S(=O)(=O)N2CCCC2)ccc1N/N=C/c1ccccn1,3%,-9%,4%,51,13,?
COc1ccc(S(=O)(=O)N2CCOC2CNC(=O)C(=O)NCc2ccccc2OC)cc1 (stereo unspecified),-51%,1%,-8%,-2,-10,?
COc1ccc(NC2CCCN(C(=O)c3cccs3)C2)cc1 (stereo unspecified),-13%,-18%,nt,24,19,?
O=C(COC(=O)c1cnccn1)c1ccc(Cl)c([N+](=O)[O-])c1,3%,40µM*,-4%,4,11,28%
Nc1nncn1C(=O)c1c(Cl)cccc1Cl,3%,?,-6%,-2,-5,nt
COC(=O)c1ccccc1NC(=O)c1cc(-c2ccco2)on1,15%,1%,12%,-1,-4,19%
CCOC(=O)c1ccccc1NC(=O)CSc1nnnn1C1CCCCC1,12%,-27%,4%,-3,-24,22%
Cc1cc(F)ccc1NC(=O)C1CCN(S(=O)(=O)c2ccc3c(c2)CCCC(=O)N3)CC1,7%,-7%&-12%,nt,-7,19,?
CCC(=O)Nc1ccc(NC(=O)CSc2nnc(-c3ccc(O)cc3)n2CC2CCCO2)cc1 (stereo unspecified),36%[activator],-17%,2%,-2,10,-1%
Cc1ccc(NC2OC(CO)C(O)C2O)cc1[N+](=O)[O-] (stereo unspecified),-5%,-15%,0%,4,-13,3%
O=C(N/N=C/c1ccc(OC(F)F)cc1OC(F)F)c1ccc(Br)cc1,-27%,9%,0%,-1,8,?
COC(=O)[C@@]12CCCCN1[C@H](c1ccc(-c3cc(C(C)=O)cs3)c(OC)c1)[C@H]1C(=O)N(C)C(=O)[C@H]12,4.1µM*,-5%,nt,nt,nt,?
CCN1CCC(NC(=O)c2cc(OC)c(OC)cc2OC)CC1,3%,4%,-5%,-2,-6,nt
C/C(=N\NC(=O)C1CC1c1ccccc1)c1ccc(C)s1 (stereo unspecified),14%,-5%,0%,-3,-20,17%
O=C(NNC(=S)Nc1ccc(Cl)cc1Cl)C1CC1,36%[activator],2%,5%,26*,21,-26%
COc1ccc(S(=O)(=O)N2CCOCC2)cc1NC(=O)c1cc2ccccc2o1,?,-6%,nt,nt,nt,?
CCOC(=O)N1CCN(C(=O)C2CCC(=O)N(CCCc3ccccc3)C2)CC1 (stereo unspecified),4%,3%,nt,-2,-3,?
Cc1cc(C)c(S(=O)(=O)Nc2nnc(C)s2)c(C)c1,5%,-23%,0%,-6,59,nt
Cc1ccc(S(=O)(=O)N2CCN(CC(=O)N/N=C\c3ccncc3)CC2)cc1,-17%,4%,3%,-2,-3,?
CSc1cccc(NC(=O)Cn2cnc(S(=O)(=O)N3CCCC3)c2)c1,5%,-12%&-1%,-4%,-2,17,-8%
COc1cc(C(=O)NCCOc2cc(C)cc(C)c2)c(Br)c(OC)c1OC,-11%,-7%,-5%,-1,-13,13µM*
COc1ccccc1CNS(=O)(=O)c1c(C(=O)N2CCCCCC2)c(C)n(C)c1C,-2%,1%,2%,15,-3,?
NS(=O)(=O)c1ccc(CCNc2ccc(C(F)(F)F)cn2)cc1,25%,-4%,-4%,-4,-5,31%[activator]
O=C(NCCN1CCN(c2ccccc2F)CC1)C1c2ccccc2C(=O)N2CCc3ccccc3C12 (stereo unspecified),?,0%,-1%,1,-7,?
CN(c1ccccc1)S(=O)(=O)c1cccc(C(=O)NNC(=O)c2ccccc2)c1,26%,-4%,5%,12,6,-12%
COc1ccccc1C(C[N+](=O)[O-])c1c(N)n(C)c(=O)n(C)c1=O (stereo unspecified),?,-11%,1%,-3,-23,?
CC(c1nc2ccccc2c(=O)[nH]1)N(C)c1ccc2ccccc2c1 (stereo unspecified),6.6µM*,5%,-18%,-5,22,15µM*
CCN(c1ccc(OC)cc1)S(=O)(=O)c1nnc(NC(=O)CC(C)C)s1,-16%,4%,-6%,-7,-3,?

# Sorted by formula weight (descending): 11 of the compounds above
SMILES,Pf growth 48h,Sm TGR block,FBPA Giardia inh,Cycloheximide cs,Shiga inhibitor,Pf growth 96h
O=C(NCCN1CCN(c2ccccc2F)CC1)C1c2ccccc2C(=O)N2CCc3ccccc3C12 (stereo unspecified),?,0%,-1%,1,-7,?
COc1ccccc1CNS(=O)(=O)c1c(C(=O)N2CCCCCC2)c(C)n(C)c1C,-2%,1%,2%,15,-3,?
COc1ccc(S(=O)(=O)N2CCOCC2)cc1NC(=O)c1cc2ccccc2o1,?,-6%,nt,nt,nt,?
CN(c1ccccc1)S(=O)(=O)c1cccc(C(=O)NNC(=O)c2ccccc2)c1,26%,-4%,5%,12,6,-12%
CCOC(=O)N1CCN(C(=O)C2CCC(=O)N(CCCc3ccccc3)C2)CC1 (stereo unspecified),4%,3%,nt,-2,-3,?
Cc1ccc(S(=O)(=O)N2CCN(CC(=O)N/N=C\c3ccncc3)CC2)cc1,-17%,4%,3%,-2,-3,?
CCN(c1ccc(OC)cc1)S(=O)(=O)c1nnc(NC(=O)CC(C)C)s1,-16%,4%,-6%,-7,-3,?
CSc1cccc(NC(=O)Cn2cnc(S(=O)(=O)N3CCCC3)c2)c1,5%,-12%&-1%,-4%,-2,17,-8%
NS(=O)(=O)c1ccc(CCNc2ccc(C(F)(F)F)cn2)cc1,25%,-4%,-4%,-4,-5,31%[activator]
COc1ccccc1C(C[N+](=O)[O-])c1c(N)n(C)c(=O)n(C)c1=O (stereo unspecified),?,-11%,1%,-3,-23,?
CC(c1nc2ccccc2c(=O)[nH]1)N(C)c1ccc2ccccc2c1 (stereo unspecified),6.6µM*,5%,-18%,-5,22,15µM*

# Carrying on.
SMILES,Pf growth 48h,Sm TGR block,FBPA Giardia inh,Cycloheximide cs,Shiga inhibitor,Pf growth 96h
COc1ccc(CNC/C=C/c2ccccc2)cc1,13%,-2%,-28%,-3,-4,-29%
Cc1cc(C)cc(N(C(=O)c2cccs2)C2C=CS(=O)(=O)C2)c1 (stereo unspecified),-6%,0%,6%,-1,-5,?
C/C(=N\NC(N)=S)c1ccc(-n2ccnc2)cc1,?,-7%,?,-3,-6,?
CCN(CC(=O)Nc1c(F)cccc1F)C(=O)/C=C/c1ccc(C)cc1,117%[activator],-7%,nt,nt,nt,47%[activator]
C/C(=N\NC(=O)c1ccc(-n2cnnn2)cc1)c1ccc(Cl)cc1,-18%,-8%,nt,nt,nt,-16%
C=CCN(c1ccc(C(=O)N2CCN(c3ccc(F)cc3)CC2)cc1)S(C)(=O)=O,-24%,2%,11%,16,8,35%
CCCS(=O)(=O)N1CCCC(C(=O)NCCCN(C)c2ccccc2)C1 (stereo unspecified),?,11%,-4%,-2,1,?
Cc1ccc(OCCCC(=O)N(C)CC(=O)Nc2ccccc2Br)cc1,14%,4%,nt,nt,nt,22%
CC(=O)Nc1ccc(OC(=O)N(C)C)cc1,24%,7%,1%,3,3,?
CNc1ccc(S(=O)(=O)NCC(=O)NCCCc2ccccc2)cc1[N+](=O)[O-],?,5%,nt,5,-6,?
COc1ccc(/C=C/C(=O)OCC(=O)Nc2ccc(S(N)(=O)=O)cc2)cc1OC,25%,-1%,1%,-4,15,49%[activator]
Cn1c(O)c(N=NC(=O)c2cc(-c3cccs3)nc3ccccc23)c2ccccc21,?,0%,5%,-2,4,?
COC(=O)c1ccc(S(=O)(=O)NCc2ccco2)o1,31%[activator],-25%,1%,-2,-8,9%
Cc1occc1C(=O)O/N=C(\N)c1ccc(Cl)cc1,?,2%,1%,66*,136*,?
O=C(O)c1nn(CC(=O)N2CCCCCC2)c(=O)c2ccccc12,10%,-3%,-1%,15,26,22%
O=C1CCC(c2ccccc2)=NN1Cc1c(F)cccc1Cl,0%,4%,-5%,-3,-17,?
Cc1csc(NC(=O)c2ccc(Cn3nc(C)c(Br)c3C)o2)n1,?,-16%,-4%,1,-10,?
Cc1ccc(OCC(=O)Nc2ccc(N3CCN(S(C)(=O)=O)CC3)cc2)cc1,22%,9%,3%,-2,10,6%
O=C(O)c1cccc(S(=O)(=O)Nc2ccccc2Cl)c1,24%,-6%,3%,-2,21,nt
CCN(CC)CCNC(=O)c1ccc(CS(=O)(=O)c2ccc(Br)cc2)o1,?,-16%,2%,-3,-13,0%
CN(CC(=O)Nc1ccc(Cl)cc1)C(=O)CNC(=O)c1ccc(Br)o1,-11%,-3%,nt,nt,nt,31%[activator]
COc1ccc(OCc2nnc(SCC(=O)Nc3ccccc3C#N)o2)cc1,3%,-8%,2%,-4,-2,15%
COCCn1c(SCC(=O)NN2C(=O)NC(C)(c3ccccc3)C2=O)nnc1-c1ccncc1 (stereo unspecified),-20%,3%,nt,nt,nt,0%
Oc1c(C2=NCCNC(C(F)(F)F)=C2)ccc2ccccc12,75%[activator],nt,?,38*,70*,21%
CCCP(=O)(CC(=O)O)c1ccccc1 (stereo unspecified),13%,10%,10%,12,-7,7%
CSc1nc(C)cc(Oc2ccccc2)n1,-11%,nt,7%,10,-12,61%[5.75 µM]
CC1CCC(C(C)C)C(OC(=O)CSc2nnc(N)s2)C1 (stereo unspecified),?,7%,nt,-3,-23,?
CCOC(=O)NNc1ccc(C(F)(F)F)cn1,100%[activator],7%,1%,-1,-1,23%
CN(c1cccc(Cl)c1)S(=O)(=O)c1cccc(C(=O)NC2=NCCS2)c1,?,-2%,3%,-2,-7,?
O=c1c2[nH]c3ccccc3c2ncn1Cc1cccnc1,19%,0%,9%,1,-7,3%
Cc1ccc(S(=O)(=O)/C(C#N)=C/c2c(N3CCOCC3)nc3ccccn3c2=O)cc1,8%,0%,-1%,-2,-11,56%[activator]
COC(=O)CCC(=O)COc1ccccc1C#N,104%[activator],-16%,6%,27*,62*,34%[activator]
CCOC(=O)Cc1cc(-c2ccc(OC)cc2)nc2ccc3ccccc3c12,-23%,-7%,-10%,-2,-2,340%[activator]
CC(c1ccncn1)N(C)C(=O)c1ccc2oc(Cc3ccccc3)nc2c1 (stereo unspecified),-5%,-3%,nt,34*,50*,-16%
NC(=S)n1[nH]c(-c2ccc([N+](=O)[O-])cc2)c(N=Nc2cccc(Cl)c2)c1=O,?,-6%,7%,11,-6,25%
CCOC(=O)CSc1nc(C)c(C(C)=O)cc1C#N,?,-1%,-4%,18*,100*,?
Cc1[nH]c2ccccc2c1/C=N/NC(=O)CNC(=O)COc1ccccc1,-10%,0%,-17%,-6,1,-4%
CCOC(=O)C(Cc1ccccc1)NC(=O)CCCC(=O)c1ccccc1 (stereo unspecified),-5%,13%,-10%,-1,-10,?
Cc1cc(C)c2cc(C(=O)N(C)C3CCN(C)CC3)[nH]c2c1,1%,-2%,8%,-1,-5,37%[activator]
COc1ccc(Cl)cc1C(=O)NNC(=O)c1cccc(S(=O)(=O)N(C)C)c1,3%,-16%,0%,-1,-9,15%
Cc1cccc(NC(=O)Cn2nnc3ccccc32)c1,57%[activator],-1%,6%,44*,136*,?
CCOCCCNC(=O)c1c[nH]c2ccc(S(=O)(=O)Nc3cccc(OC)c3)cc2c1=O,?,-4%,15%,1,23,?
